zVAD death inh – blocks zVAD induced death of L929 cells. L929 zVAD necroptosis rescue, ATP luminescence, 24 h; with zVAD 60 µM. viability rescue, % at 10 µM. actives 0.38% (n = 220,000). AID 1377;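 active = activation, scaled between plate controls, above about 75%, limit read from the data; inactive = activation under that limit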;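 note: 0% = zVAD with DMSO and 100% = DMSO alone without zVAD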
EP2 antag – blocks the human prostaglandin E2 receptor EP2; P43116; C6 glioma cells expressing human EP2, cAMP TR-FRET; cells stimulated with saturating PGE2; inhibition, % at 25 µM; actives 0.52% (n = 260,000); AID 1422;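 active = percent inhibition above 40 after rounding to a whole number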;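 note: rat C6 glioma host cells with rolipram phosphodiesterase inhibitor present; the protocol text gives 20 µM as final concentration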
Hck-Nef inh – blocks Nef-activated human Hck kinase | Recombinant Hck-YEEI plus Nef, Z-Lyte FRET kinase assay | inhibition, % at 20 µM | actives 0.68% (n = 220,000);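 active = Hck-Nef kinase inhibition above about 50%, limit read from the data; inactive = inhibition below that limit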;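 note: 0% = DMSO with Hck plus Nef and 100% = Hck alone without Nef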
PERK inhibitor – inhibitors of human PERK kinase | Q9NZJ5 | CHO PERK-DD fusion, SEAP luminescence translation reporter | inhibition, % at 5.6 µM | actives 0.17% (n = 220,000);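 active = inhibition above the mean inhibition of all tested compounds plus 3 SD, set separately per screening campaign, cut at about 2.9% in these data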;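 note: PERK kinase domain activated by AP20187 dimerizer at 100 nM; 0% = DMSO with dimerizer and 100% = rapamycin at 8.4 µM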
Target sequence (Q9NZJ5 whole entry, looked up, the tested form may be a part): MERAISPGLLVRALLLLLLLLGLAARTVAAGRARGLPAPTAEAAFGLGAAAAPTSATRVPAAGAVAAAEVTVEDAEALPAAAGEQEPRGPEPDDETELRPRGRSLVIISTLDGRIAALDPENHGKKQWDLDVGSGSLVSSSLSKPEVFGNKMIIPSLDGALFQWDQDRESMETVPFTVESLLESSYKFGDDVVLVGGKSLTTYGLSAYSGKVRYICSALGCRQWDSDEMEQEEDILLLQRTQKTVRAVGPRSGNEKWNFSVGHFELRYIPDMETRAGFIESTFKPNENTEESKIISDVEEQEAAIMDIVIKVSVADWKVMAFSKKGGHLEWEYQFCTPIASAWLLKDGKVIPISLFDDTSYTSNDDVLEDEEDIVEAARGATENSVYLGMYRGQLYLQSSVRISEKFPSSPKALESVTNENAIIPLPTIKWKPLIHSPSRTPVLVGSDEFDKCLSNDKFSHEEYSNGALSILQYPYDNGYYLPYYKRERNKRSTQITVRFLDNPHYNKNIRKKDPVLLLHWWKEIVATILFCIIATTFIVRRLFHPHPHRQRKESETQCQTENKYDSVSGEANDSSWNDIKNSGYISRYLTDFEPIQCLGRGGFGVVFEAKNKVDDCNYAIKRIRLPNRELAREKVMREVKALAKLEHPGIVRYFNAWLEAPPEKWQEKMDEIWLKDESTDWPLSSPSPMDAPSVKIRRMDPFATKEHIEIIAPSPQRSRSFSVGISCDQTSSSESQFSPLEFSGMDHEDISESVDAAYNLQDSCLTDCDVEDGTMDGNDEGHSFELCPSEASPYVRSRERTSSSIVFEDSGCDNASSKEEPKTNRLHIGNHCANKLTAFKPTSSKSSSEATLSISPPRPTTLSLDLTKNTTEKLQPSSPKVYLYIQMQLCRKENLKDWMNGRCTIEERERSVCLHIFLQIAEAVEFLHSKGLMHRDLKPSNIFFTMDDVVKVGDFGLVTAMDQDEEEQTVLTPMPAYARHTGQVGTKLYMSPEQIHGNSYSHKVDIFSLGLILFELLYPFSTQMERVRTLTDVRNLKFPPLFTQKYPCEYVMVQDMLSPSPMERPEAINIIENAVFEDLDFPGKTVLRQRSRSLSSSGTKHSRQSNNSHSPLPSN
Runt-CBFb FRET – blocks binding of human RUNX1 Runt domain to CBFb. Q01196+Q13951. Cerulean-Runt/Venus-CBFb FRET ratio 530/480, 1 h. inhibition, % at 20 µM. actives 0.46% (n = 220,000). AID 1496;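 active = inhibition over about 50% at 20 µM in the single-dose screen, limit read from the data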;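 note: 0% = DMSO wells and 100% = excess unlabeled CBFb competitor control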
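test system = Cerulean-Runt domain fusion protein, energy donor | probe or stimulus = Venus-CBFb binding partner, 100 nM | incubation = two 1 h room-temperature incubations shielded from light | detection = fluorescence energy transfer, 422 nm excitation, 530/480 nm emission | measure = loss of energy transfer signal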
EP2 modulator – EP2 receptor (human) modulation; EP2-expressing cells, cAMP HTRF FRET, PGE2 co-stimulation; P43116; induction, % at 25 µM; actives 0.83% (n = 260,000);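 active = compounds whose cAMP rise, as percent of the full-agonist control response, exceeds 60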;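 note: rat C6 glioma line stably carrying human EP2 under a CMV promoter; the protocol text gives 20 µM as final concentration; 100% = response of wells given 1 µM PGE2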
TNF death inh – blocks TNF-alpha induced death of Jurkat FADD-/- cells; Jurkat FADD-/- TNF necroptosis rescue, ATP luminescence, 24 h; 0 = TNF only, 100 = no-TNF cells; activation (protection from cell death), % at 10 µM; actives 0.068% (n = 220,000);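 active = activation, meaning protection from cell death, of at least 50% relative to plate controls; inactive = activation below 50%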;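 note: necroptosis triggered by 40 ng/mL TNF-alpha added together with compound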
Runt-SMMHC FRET – inhibitors of human RUNX1 Runt domain binding to CBFb-SMMHC; Q01196+Q13951; Cerulean-Runt/Venus-CBFb-SMMHC FRET ratio 530/480, 1 h; inhibition, % at 20 µM; actives 0.74% (n = 220,000);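 active = mean inhibition across duplicate retests at 20 µM reaching about 50%, limit read from the data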;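 note: 0% = DMSO wells and 100% = wells with excess untagged CBFb-SMMHC; inhibitors lower the FRET ratio by blocking Runt binding to CBFb-SMMHC; some results filed as inactive read as strong as hits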
RBBP9 inhibitor – human RBBP9 hydrolase inhibition | O75884 | recombinant RBBP9, FP-Rh probe fluorescence polarization | inhibition, % at 7.94 µM | actives 0.2% (n = 220,000);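 active = inhibition above the campaign mean of all tested compounds plus 3 SD, cut at about 14% in these data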;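 note: plate controls were DMSO wells with RBBP9 for no effect and wells lacking RBBP9 protein for full effect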
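Test system: recombinant human RBBP9; Timing: 30 min then 45 min, 25 °C; Detection: fluorescence polarization; Control set: RBBP9 with DMSO as uninhibited control, no-protein wells as full inhibition; Compound dosing: one concentration, 7.94 µM nominal, 0.794% DMSO; Probe or stimulus: FP-Rh activity-based probe, 375 nM before mixing.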
An asterisk follows results filed as active; x = no result given. These rows are one share of the data; rates above refer to the full screens.

SMILES | zVAD death inh | EP2 antag | Hck-Nef inh | PERK inhibitor | Runt-CBFb FRET | EP2 modulator | TNF death inh | Runt-SMMHC FRET | RBBP9 inhibitor
O=C(Nc1ccc(O)c(-c2nc3ccccc3s2)c1)c1cccs1 | 0.9 | 10 | 0 | 0.7 | -8 | 38 | 2.6 | -43 | 2
CCCCNC(=O)CNC(=O)c1cccs1 | 0.1 | 6 | 0 | 0.3 | 7 | 12 | -0.6 | -1 | -6
COCC(C)NC(=O)Cc1ccc(Cl)cc1 (stereo not drawn) | -0.3 | 6 | 0 | 1.7 | 0 | -5 | 1.9 | -1 | 13
Nc1ccn([C@@H]2CS[C@H](CO)O2)c(=O)n1 | x | 16 | x | 0.8 | 1 | x | x | -2 | -11
C=C1SC(=Nc2c(C)cccc2Cl)N(C(=O)c2sc3ccccc3c2Cl)C12CCCCC2 | 0.3 | 6 | 4 | 1.2 | 2 | 11 | -1.0 | 3 | -1
Cn1cccc1/C=N/N1CCN(c2ccccc2)CC1 | 2.9 | 6 | 18 | 1.6 | 0 | -5 | 0.4 | 1 | -1
CCOc1c(N2CCOCC2)c(=O)c1=O | 1.2 | 6 | 10 | -0.1 | 1 | -25 | 3.2 | -9 | 3
Nc1ccc2nc(-c3ccc(Cl)cc3)[nH]c2c1 | 4.3 | 14 | 4 | x | 5 | -26 | -12 | -4 | x
Cc1cccc(OCC(=O)Nc2ccccc2C(F)(F)F)c1 | -0.7 | 8 | -1 | -0.7 | -4 | -8 | 0.6 | 1 | -2
O=C(O)/C=C/C(=O)Nc1ccccc1SC(F)(F)C(F)(F)C(F)(F)F | 1.2 | -1 | -14 | 0.8 | 2 | 16 | 0.6 | 0 | 2
NCCCC[C@H](NC(=O)C1CCNCC1)c1nnc([C@@H](N)Cc2ccc(O)cc2)o1 | -0.2 | 9 | 6 | 1.8 | -1 | 8 | 0.6 | -3 | 3
Cc1c(O)ccc2c3c(c(=O)oc12)CCCC3 | -0.2 | 17 | 46 | 3.7* | 75* | -39 | -4.1 | 90* | 8
CCOC(=O)c1cnc2ccc(OCC)cc2c1NCc1cccnc1 | 1.9 | 5 | 24 | -0.4 | -4 | 7 | 4.7 | -1 | -8
CCOC(=O)c1oc2c(CN3CCN(CCO)CC3)c(O)c(CC)cc2c(=O)c1-c1nc2ccccc2s1 | -0.3 | 6 | 16 | 0.1 | 14 | -12 | 2.7 | 48 | -1
CCCCOc1ccc(CN2CCC(O)CC2)cc1 | 0.1 | 10 | -1 | 0.6 | 3 | 26 | 0.0 | -3 | -6

The closing two compounds of the section above open the next one.
SMILES | zVAD death inh | EP2 antag | Hck-Nef inh | PERK inhibitor | Runt-CBFb FRET | EP2 modulator | TNF death inh | Runt-SMMHC FRET | RBBP9 inhibitor
CCOC(=O)c1oc2c(CN3CCN(CCO)CC3)c(O)c(CC)cc2c(=O)c1-c1nc2ccccc2s1 | -0.3 | 6 | 16 | 0.1 | 14 | -12 | 2.7 | 48 | -1
CCCCOc1ccc(CN2CCC(O)CC2)cc1 | 0.1 | 10 | -1 | 0.6 | 3 | 26 | 0.0 | -3 | -6
Cc1ccc(-n2c(N)c(C(=O)NCc3cccnc3)sc2=S)cc1 | 0.7 | 19 | -1 | 0.0 | x | -4 | -0.1 | 22 | -4
Cc1ccc(OCC(=O)N(Cc2cccs2)C2CCS(=O)(=O)C2)cc1C (stereo not drawn) | -0.3 | 6 | 1 | -0.2 | -2 | -12 | 0.1 | -2 | 2
O=C1NC(=O)c2cc(NC(=O)C3CCCCC3)ccc21 | 0.4 | -4 | 2 | -0.8 | 1 | 30 | -2.3 | 0 | 3
COC(=O)c1cc(NC(=O)c2cc(C)oc2C)cc(C(=O)OC)c1 | 0.0 | 6 | -2 | -1.1 | -3 | 14 | -2.7 | -1 | 2
COC(=O)C1(C)Nc2ccccc2C(=O)N1c1ccccc1OC (stereo not drawn) | x | 3 | -2 | -0.1 | -2 | 12 | 0.1 | 1 | -8
O=C(Nc1ccccc1)C1=C[C@@H](c2coc3ccccc3c2=O)C[C@@H](OCc2ccc(CO)cc2)O1 | -0.5 | x | 7 | 0.5 | -2 | -9 | 4.1 | -1 | -1
COc1ccc(-n2c(SC3CCOC3=O)nc3ccccc3c2=O)cc1Cl (stereo not drawn) | 0.0 | 1 | 17 | 0.1 | 0 | -5 | -0.7 | 3 | -6
O=C(N/N=C/c1ccncc1)NC12CC3CC(CC(C3)C1)C2 | 0.5 | 10 | 8 | 0.1 | 1 | -50 | -2.4 | -2 | -2
CCOC(=O)c1ccccc1NC(=O)N1CCn2c(C)ccc2C1CC (stereo not drawn) | -0.4 | 0 | 10 | -0.6 | -4 | 64* | -2.6 | -14 | -11
O=C(COc1ccccc1)Nn1cnc2ccccc21 | 0.4 | 12 | -1 | 2.0 | 3 | 17 | 0.5 | 1 | -4
C#CCOCCOCCOCCNc1nc(N2CCN(C(=O)[C@H](CCCCN)n3cc(C(N)CC(C)C)nn3)CC2)nc(N2CCN(C(=O)[C@H](CCC(=O)O)n3cc(C(N)[C@H](C)CC)nn3)CC2)n1 (stereo partly drawn) | 0.1 | 10 | 2 | 0.7 | 2 | 15 | 1.0 | 1 | 2
CCCCNC(=O)CSc1nc2ccccc2n1S(=O)(=O)c1ccc(Br)cc1 | x | 7 | -12 | -0.4 | -2 | 22 | 1.3 | -6 | 13
COC(=O)c1cccc(NC(=O)CCCOc2ccccc2)c1 | 0.4 | 6 | 2 | 1.1 | x | -53 | -0.8 | -2 | -5
CCSc1nnc(NC(=O)c2ccccc2C)s1 | 1.5 | 7 | 25 | 0.2 | 1 | -19 | 0.6 | 0 | -5
C/C(=N\NC(=O)c1ccc(COc2ccccc2)cc1)c1ccncc1 | 0.1 | 5 | 11 | 0.5 | -1 | -8 | 0.7 | -2 | -1
Cc1ccc(SCCC(=O)NC(C)(C)C)cc1 | 0.2 | 11 | 4 | 0.5 | -2 | -2 | -0.4 | -7 | -8
O=C(O)CCCC(=O)NNC(=O)c1cccc(Br)c1 | 3.2 | 3 | 0 | 2.0 | 1 | 32 | -0.4 | 0 | -8
COC(=O)c1cccnc1-n1c(=O)c2cccnc2n(Cc2cccc([N+](=O)[O-])c2)c1=O | 0.6 | 8 | -1 | 0.7 | -2 | 29 | -0.3 | 0 | -3
O=S(=O)(c1ccccc1)C1(S(=O)(=O)c2ccccc2)CCCC1 | -1.3 | 5 | -6 | -0.6 | -1 | 40 | 0.5 | -1 | -8
CC(C)Nc1nc(Oc2ccc(Cl)cc2Cl)cc(C(F)(F)F)n1 | 0.1 | 6 | 1 | 1.9 | 0 | 20 | -4.8 | 0 | 4
O=C(OCc1ccco1)c1cccnc1 | 0.6 | 7 | 23 | 0.6 | 0 | 5 | 3.2 | 3 | -9
COc1ccc(/C=N/NC(=O)CSCc2ccc([N+](=O)[O-])cc2)cc1OC | 1.2 | 9 | 2 | 0.1 | 0 | -35 | 2.0 | -2 | -3
CCOC(=O)COc1ccccc1/C=C1/NC(=O)NC1=O | -0.4 | 10 | 8 | 1.1 | 0 | -7 | -0.7 | 1 | -6
CC1(C)Cc2ccccc2-c2nnc(SCc3ccc(C#N)cc3)n21 | -0.7 | 7 | 1 | -1.1 | -2 | -14 | -1.8 | -1 | -3
Cc1n[nH]c(C)c1N=Nc1cc(Cl)ccc1Cl | -0.2 | 8 | 3 | 0.8 | -3 | 32 | -7.5 | -3 | -9
CC(C)NC(=S)NN=C1CCCCCCCCCCC1 | 0.4 | 2 | 24 | 1.3 | 1 | 68* | -1.9 | 2 | -8
O=C(COc1ccc([N+](=O)[O-])cc1)NCc1cccnc1 | 0.4 | 15 | 3 | 0.9 | -1 | -9 | 1.6 | 4 | -3
CCCOc1cccc(C2/C(=C(/O)c3ccc(OC)cc3)C(=O)C(=O)N2CCN(C)C)c1 (stereo not drawn) | 1.1 | 8 | 0 | 0.0 | -1 | 28 | 1.1 | -2 | -7
CC1CCc2c(sc3nc(SCC(=O)NCc4ccco4)nc(N)c23)C1 (stereo not drawn) | -0.2 | 14 | 1 | -0.7 | 4 | -16 | -9.8 | 8 | -9
c1ccc(NC2=Nc3ccccc3CS2)cc1 | 0.6 | 11 | 1 | -0.2 | -2 | -10 | -3.0 | 6 | -5
O=C(NCc1ccco1)Nc1ccc(Br)cc1 | 0.4 | 18 | 0 | 0.8 | -2 | 4 | 8.9 | 0 | -6
CCc1nnc(NC(=O)CSc2ccc(-c3cccs3)nn2)s1 | 0.3 | 14 | 23 | 1.1 | 1 | 4 | 0.1 | 0 | -4
Cc1cc(C(=O)N/N=C/c2ccco2)c2ccccc2n1 | 0.0 | 7 | -1 | 0.3 | -1 | 6 | 0.0 | 2 | -12
Cc1nc2sc(C)c(C)c2c(=O)[nH]1 | 0.1 | 5 | 3 | 1.7 | -1 | 2 | -3.1 | -8 | -3
O=C(Cc1ccc(S(=O)(=O)N2CCOCC2)s1)Nc1ccccc1N1CCOCC1 | -0.3 | 6 | 21 | -0.4 | 2 | -24 | -0.1 | 2 | -3
CCc1ccc(N(C(C)=O)c2nc(CCl)cs2)cc1 | -2.1 | 22 | 13 | -1.0 | 3 | -11 | -3.2 | -4 | -5
COc1ccccc1C(=O)Nc1ccc(-c2nnn(CC(=O)NCc3ccco3)n2)cc1 | 68 | 7 | 51* | 0.1 | 0 | -27 | -5.4 | -3 | -9
Cc1cc(C)nc(SCc2csc(N)n2)n1 | -0.4 | 9 | 8 | -0.3 | 25 | 10 | -1.9 | 51 | 0
Cc1cc(C)c(S(=O)(=O)N2CCCC2=O)c(C)c1 | -0.5 | 6 | 13 | 0.9 | 2 | -5 | -0.5 | 3 | -6
COc1cccc(OC)c1OCCOCCn1cnc2ccccc2c1=O | -0.8 | 6 | 2 | 0.1 | 2 | -17 | -2.0 | 0 | 13
Cc1ccc(N(C(=O)c2ccc(CN3CCOCC3)o2)C(C(=O)NCCC(C)C)c2cccs2)c(C)c1 (stereo not drawn) | -0.2 | 13 | 2 | -0.1 | -5 | -35 | 0.7 | -3 | -10
CCC(C)NC(=O)CSc1nc2cc3c(cc2c(=O)n1Cc1ccco1)OCO3 (stereo not drawn) | -0.6 | 3 | 12 | 0.0 | 2 | -16 | 2.7 | -4 | -1
CCN(CCNS(=O)(=O)c1ccc2c(c1)oc(=O)n2C)c1ccccc1 | 1.0 | 9 | 0 | -0.3 | 2 | -21 | -0.4 | -4 | -8
N/C(=N\OC(=O)COc1ccc(Br)cc1Cl)c1ccncc1 | 0.7 | 7 | 10 | -0.2 | -4 | 12 | 0.9 | -6 | -8
COc1ccc(/C=N/Nc2nc(Nc3ccccc3)nc(N3CCCC3)n2)cc1[N+](=O)[O-] | 2.2 | 7 | 28 | 0.0 | -5 | -49 | -0.7 | -7 | -7

Compound activity as filed in PubChem BioAssay.
